# hIAP activ = human IAP activation. hit rate 0.16% among 330,000. purified human IAP, CDP-Star luminescence, 30 min; stronger effect = higher value; 1 = vehicle-only enzyme, 0 = enzyme-free background. P09923. AID 2524. activation factor at 10 µM;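 active means activation factor of the enzyme at least 2-fold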; further: the source names both 10 and 20 µM as test concentration; values of inactives mirror those of a sister screen read the other way
# ATG4B inhibitor = ATG4B (human) cysteine protease inhibition | ATG4B cleavage of LC3-PLA2, NBD-HPC fluorescence, 1 h | inhibition, % at 8.33 µM | hit rate 0.51% among 340,000 | AID 504462; in the data active means inhibition above about 40%
# Target sequence (Q9Y4P1 whole entry, looked up): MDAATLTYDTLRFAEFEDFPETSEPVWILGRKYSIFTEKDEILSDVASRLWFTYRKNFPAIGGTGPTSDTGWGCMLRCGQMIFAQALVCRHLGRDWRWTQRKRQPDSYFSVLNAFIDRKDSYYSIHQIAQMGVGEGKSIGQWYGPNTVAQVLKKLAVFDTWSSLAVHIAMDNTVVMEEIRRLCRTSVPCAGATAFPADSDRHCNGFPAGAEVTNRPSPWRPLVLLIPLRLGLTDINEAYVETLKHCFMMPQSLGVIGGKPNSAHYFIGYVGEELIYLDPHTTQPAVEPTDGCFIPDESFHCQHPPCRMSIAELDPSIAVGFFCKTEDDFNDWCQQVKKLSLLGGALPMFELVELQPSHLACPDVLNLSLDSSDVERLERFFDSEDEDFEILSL
# mIAP block = blocks mouse intestinal alkaline phosphatase | AID 2806 | purified mouse IAP, CDP-Star luminescence, 30 min | inhibition, % at 10 µM | hit rate 0.2% among 330,000;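 active means inhibition of at least 40% at 10 µM in the primary screen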;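 further: plate controls were DMSO with enzyme for no effect and no enzyme wells for full effect; values of inactives mirror those of a sister screen read the other way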
# MPTP inh = blocks calcium-induced mitochondrial swelling; isolated mouse mitochondria, Ca2+ swelling absorbance, 30 min; inhibition, % at 10 µM; hit rate 1.4% among 360,000; AID 602449;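 active means inhibition of 50% or more, scaled per plate between neutral and stimulator controls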;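 further: 0% = DMSO wells given calcium and 100% = 1 mM EGTA wells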
# beta cell repl = MIN6 beta-cell proliferation induction | hit rate 0.29% among 330,000 | MIN6 cells proliferation, ATPlite luminescence, 48 h; cells starved in 0.2% serum; 100% = growth in 10% serum | AID 2380 | proliferation, % at 10 µM;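 active means compounds whose signal lies at least 3.5 SD above the mean of all wells on their plate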;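 further: 0% = DMSO-treated cells in low-serum medium and 100% = 10% serum control; some compounds called inactive have numbers as strong as hits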
# A3A deaminase = human APOBEC3A DNA deaminase inhibition; P31941; recombinant A3A, FAM/TAMRA ssDNA deamination fluorescence; inhibition, % at 20 µM; hit rate 0.41% among 330,000; AID 493011;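 active means at least 40% inhibition at 20 µM here, with at most 30% in a related deaminase screen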;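 further: plate controls were A3A with DMSO for no effect and wells lacking A3A enzyme for full effect; some results filed as inactive read as strong as hits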
# Target sequence (P31941 whole entry, looked up): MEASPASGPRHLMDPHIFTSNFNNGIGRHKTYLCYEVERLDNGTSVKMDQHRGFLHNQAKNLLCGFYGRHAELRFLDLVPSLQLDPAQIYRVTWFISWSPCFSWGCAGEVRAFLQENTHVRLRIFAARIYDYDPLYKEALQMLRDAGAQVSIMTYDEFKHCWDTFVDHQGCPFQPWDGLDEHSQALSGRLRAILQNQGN
# APOBEC3G inh = blocks human APOBEC3G single-stranded DNA deamination | Q9HC16 | recombinant A3G, ssDNA deamination FAM/TAMRA fluorescence | inhibition, % at 20 µM | hit rate 0.28% among 330,000;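 active means inhibition of at least 40% at 20 µM, with no more than 30% in the related APOBEC3A deaminase screen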;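 further: plate controls were DMSO wells with A3G for no effect and wells lacking A3G enzyme for full effect; some compounds called inactive have numbers as strong as hits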
# Target sequence (Q9HC16 whole entry, looked up): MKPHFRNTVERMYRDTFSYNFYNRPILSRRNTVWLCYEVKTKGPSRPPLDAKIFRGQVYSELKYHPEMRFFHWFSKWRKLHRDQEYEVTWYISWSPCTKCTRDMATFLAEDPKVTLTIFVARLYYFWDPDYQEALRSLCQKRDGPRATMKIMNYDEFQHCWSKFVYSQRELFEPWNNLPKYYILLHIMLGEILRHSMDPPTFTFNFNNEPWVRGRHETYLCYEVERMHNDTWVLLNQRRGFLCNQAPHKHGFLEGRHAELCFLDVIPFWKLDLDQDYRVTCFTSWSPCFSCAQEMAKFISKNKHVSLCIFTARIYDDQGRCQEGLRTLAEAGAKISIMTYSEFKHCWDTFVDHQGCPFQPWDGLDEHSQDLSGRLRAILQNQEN
# hIAP block = blocks human intestinal alkaline phosphatase; P09923; inhibition, % at 10 µM; AID 2544; purified IAP, CDP-Star luminescence, 30 min; hit rate 0.12% among 330,000;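 active means inhibition reaching a set limit with compound at 10 µM in the primary screen, cut at about 35% in these data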;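 further: plate controls were DMSO wells with enzyme for no effect and no-enzyme buffer wells for full effect; values of inactives mirror those of a sister screen read the other way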
# mIAP act = increases mouse intestinal alkaline phosphatase activity | muIAP, CDP-Star luminescence, 30 min; stronger effect = higher value; 1 = vehicle-only enzyme signal, 0 = enzyme-free wells | activation factor at 10 µM | hit rate 0.24% among 330,000 | AID 2805;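 active means activation factor of at least 2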; further: the source names both 10 and 20 µM as test concentration; values of inactives mirror those of a sister screen read the other way
#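 Assay system: mouse IAP enzyme; reagent: chemiluminescent substrate CDP-Star; dosing: test compounds delivered from DMSO solution; schedule: 30 min at room temperature; measured by: luminescence from enzymatic CDP-Star hydrolysis; controls: DMSO-only wells and no-enzyme negative control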
# The depositor's hits bear a star; / = no result given.
1) Cc1ccc(CNC(=S)NC2CCCCC2)cc1
2) O=S(=O)(O)c1nc2ccccc2n1Cc1ccc(Cl)cc1
3) CSc1ccccc1OCc1cc(C(=O)N(C)C(C)c2ccccn2)no1 (configuration not stated)
4) O=C(NNC(=O)C12CC3CC(CC(C3)C1)C2)c1ccccc1O
5) Cc1ccc(S(=O)(=O)Nc2ccc(N3CCOCC3)cc2)cc1C
6) C[C@H]1COC(=O)[C@@H](Cc2ccc(F)cc2)C/C=C\C[C@@H](CC(=O)N[C@@H](CO)Cc2ccccc2)C(=O)N1
7) O=C(Nc1cccc(S(=O)(=O)Nc2ccccc2F)c1)c1ccc2ccccc2n1
8) Cc1ccc(OCc2nnc(SCC(=O)Nc3ccc4c(c3)OCO4)n2C)cc1
9) CC1(C)CC(=O)c2c(oc3cc(O)c(O)cc23)C1
10) O=C(NCc1ccccc1)C1CCC(CNc2c(N3CCCCC3)c(=O)c2=O)CC1 (configuration not stated)

assay / entry	1	2	3	4	5	6	7	8	9	10
hIAP activ	1.03	0.985	0.806	1.21	0.948	0.792	0.962	1.16	0.832	0.983
ATG4B inhibitor	14.2	-4.1	12.9	-3.2	-9.9	2.9	-4.0	-16.0	8.7	-7.2
mIAP block	-7.2	8.8	-3.0	23.0	-0.6	-4.7	1.5	-2.5	15.4	-4.7
MPTP inh	-1.6	0.1	2.0	-2.0	0.2	0.3	-1.8	1.0	1.2	-1.9
beta cell repl	-5.0	-0.6	-4.3	-5.6	-1.1	-4.5	-5.5	-3.8	-4.4	-1.7
A3A deaminase	-4.4	-4.1	1.0	-8.2	-1.9	2.3	2.2	-3.5	-1.5	-3.6
APOBEC3G inh	-9.2	-5.1	-0.3	-7.6	-11.4	11.4	55.6*	-6.5	-4.3	-6.3
hIAP block	-3.0	1.5	19.4	-20.6	5.2	20.8	3.8	-16.1	16.8	1.7
mIAP act	1.07	0.912	1.03	0.77	1.01	1.05	0.985	1.02	0.846	1.05

11) COCCCOc1cc(NCc2ccccc2)c2ncn(C(C)C)c2c1
12) O=C(COC(=O)c1ccccc1)NC1CCCCCC1
13) O=c1c(Sc2ccccc2)c(C(F)(F)F)[nH]n1-c1ccccc1
14) CCCCCCCCCCC(=O)Nc1cccnc1
15) N#CCCN(C(=O)COC(=O)c1ccc2c(=O)n3c(nc2c1)CCC3)c1ccc(F)cc1
16) COc1cccc(CNC(=O)c2ccc(COc3ccccc3)cc2)c1
17) N#CC1=C(SCc2ccccc2)NC(=O)CC1c1ccco1 (configuration not stated)
18) Cc1cccc(NC(=O)[C@H](Cc2ccccc2)NC(=O)OCc2ccccc2)c1
19) CC(=O)c1ccc(N(CC(=O)NC2CCCC2)C(=O)CNC(=O)c2cccs2)cc1
20) CCCCSc1oc(-c2ccco2)nc1S(=O)(=O)c1ccccc1

assay / entry	11	12	13	14	15	16	17	18	19	20
hIAP activ	1.1	1.08	0.887	1.11	0.991	1.1	0.956	0.954	1.06	0.929
ATG4B inhibitor	2.6	0.4	0.5	/	-0.5	24.9	-2.3	-0.4	-18.5	2.8
mIAP block	-3.3	-10.5	4.6	-0.1	2.4	-16.3	-3.5	-57.0	6.1	6.2
MPTP inh	-0.4	-1.1	70.1*	/	0.6	-0.4	4.6	0.4	-0.1	0.0
beta cell repl	-3.5	-0.9	-4.5	-2.9	-2.1	-6.7	-2.2	1.5	0.0	1.0
A3A deaminase	-4.7	3.6	0.2	-0.4	0.7	-3.9	6.6	0.6	-0.3	-2.5
APOBEC3G inh	-8.2	19.4	-7.2	-3.0	-10.0	5.9	1.2	-2.7	3.9	-8.5
hIAP block	-10.3	-7.6	11.3	-10.8	0.9	-10.0	4.4	4.6	-6.5	7.1
mIAP act	1.03	1.1	0.954	1	0.976	1.16	1.03	1.57	0.939	0.938

# Rewritten with bars between the fields: part of the list above
cpd | SMILES | hIAP activ | ATG4B inhibitor | mIAP block | MPTP inh | beta cell repl | A3A deaminase | APOBEC3G inh | hIAP block | mIAP act
11 | COCCCOc1cc(NCc2ccccc2)c2ncn(C(C)C)c2c1 | 1.1 | 2.6 | -3.3 | -0.4 | -3.5 | -4.7 | -8.2 | -10.3 | 1.03
12 | O=C(COC(=O)c1ccccc1)NC1CCCCCC1 | 1.08 | 0.4 | -10.5 | -1.1 | -0.9 | 3.6 | 19.4 | -7.6 | 1.1
13 | O=c1c(Sc2ccccc2)c(C(F)(F)F)[nH]n1-c1ccccc1 | 0.887 | 0.5 | 4.6 | 70.1* | -4.5 | 0.2 | -7.2 | 11.3 | 0.954
14 | CCCCCCCCCCC(=O)Nc1cccnc1 | 1.11 | / | -0.1 | / | -2.9 | -0.4 | -3.0 | -10.8 | 1

# (more compounds)
21) O=C(CN1C(=O)NC(c2ccc(F)cc2)C1=O)NC1CCCCC1 (configuration not stated)
22) CC(NC(=O)c1cc2ccccc2o1)C(=O)O (configuration not stated)
23) O=C(Nc1nc(-c2ccc(Cl)s2)cs1)c1ccccc1
24) COC(=O)CCC(=O)CN
25) CCN(CC)c1ccc(/C=N/NC(=O)CNC(=O)C2COc3ccccc3O2)c(O)c1 (configuration not stated)
26) CCOc1ccc(N(CC(=O)NCc2ccco2)C(=O)CCC(=O)Nc2nccs2)cc1
27) CCCn1c(N)c(C(=O)CSc2nnc(C3CC3)n2Cc2ccccc2)c(=O)[nH]c1=O
28) COc1ccccc1OCc1nnc(SCC(=O)N2CCCCC2)o1
29) CC(C)NC(=O)c1cc(-n2cnnc2)ccc1Cl
30) CCOC(=O)N1CCN(C(=O)CN(c2ccc(OCc3ccccc3)cc2)S(C)(=O)=O)CC1

assay / entry	21	22	23	24	25	26	27	28	29	30
hIAP activ	1.11	1.11	1.02	1.23	1.6	1	1.03	1.12	0.889	0.822
ATG4B inhibitor	-11.1	-5.0	31.4	-10.4	1.3	-9.2	-6.6	-0.8	-8.2	-2.2
mIAP block	-4.6	-5.5	6.7	-7.5	19.9	5.7	-10.4	8.4	1.6	7.9
MPTP inh	1.1	-3.4	2.8	1.4	1.5	0.4	-1.1	0.2	-1.6	-0.6
beta cell repl	-4.9	-0.7	-2.6	1.6	-5.7	0.0	2.2	2.1	2.1	-1.0
A3A deaminase	-1.1	1.0	0.0	-5.5	-2.9	-1.7	4.7	-3.2	3.7	-1.6
APOBEC3G inh	-6.7	0.8	-3.8	-8.6	-5.5	-6.0	4.9	-6.5	-3.5	-7.9
hIAP block	-10.8	-10.8	-2.0	-22.5	-60.2	-0.4	-2.8	-12.2	11.1	17.8
mIAP act	1.05	1.05	0.933	1.07	0.801	0.943	1.1	0.916	0.984	0.921

31) Cc1ccc(-c2cn3cccnc3n2)cc1NC(=O)c1ccc(Br)o1
32) Cc1oc(-c2ccoc2)nc1CN(CC1CCC(=O)N1)C(C)C (configuration not stated)
33) COc1ccc(C2c3c(n[nH]c3C)CC(C)(O)C2C(C)=O)cc1OC (configuration not stated)
34) Cc1nc(SCc2ccccc2C#N)n[nH]1
35) CN(C)S(=O)(=O)c1cc(NC(=O)CN2CCOCC2)ccc1Cl
36) CCOC(=O)N1CCC(NC(=O)CN2C(=O)C(CC)Oc3ccc(C)cc32)CC1 (configuration not stated)
37) N#Cc1nc(-c2ccc(Cl)cc2)oc1NCC1CCCO1 (configuration not stated)
38) COc1ccccc1C(=O)N(C1=NC(C)CS1)c1ccc(Cl)cc1 (configuration not stated)
39) Cc1cc(C)n2nc(SCC(=O)c3ccccc3)nc2n1
40) O=c1[nH]c2cc3c(cc2cc1C(c1nnnn1CC1CCCO1)N1CCCCCC1)OCCO3 (configuration not stated)

assay / entry	31	32	33	34	35	36	37	38	39	40
hIAP activ	0.832	0.986	0.903	0.95	0.991	0.927	0.954	1.03	0.931	1.13
ATG4B inhibitor	29.0	19.4	-9.9	3.4	0.1	-16.9	-27.0	-4.5	-7.3	0.3
mIAP block	-2.4	-5.7	13.0	0.4	6.7	0.2	1.0	-4.9	-11.0	-4.9
MPTP inh	0.0	-1.4	0.5	0.0	-0.8	0.5	0.2	2.1	0.3	0.5
beta cell repl	0.1	-2.7	6.3	-0.6	-2.8	0.7	-0.4	-0.8	-1.6	-2.5
A3A deaminase	-8.5	-1.3	-3.9	-6.7	0.9	-0.4	2.3	0.2	0.8	-2.9
APOBEC3G inh	-3.3	-8.3	-5.3	0.7	-11.7	9.7	-4.8	-4.7	-4.7	-5.6
hIAP block	16.8	1.4	9.7	5.0	0.9	7.3	4.6	-3.0	6.9	-13.3
mIAP act	1.02	1.06	0.87	0.996	0.933	0.998	0.99	1.05	1.11	1.05

41) O=C(NCCO)c1cccc(Nc2nc(-c3ccccc3)c3cc(Cl)ccc3n2)c1
42) O=C(Nc1ccc(N2CCCC2)cc1)c1cc2ccccc2o1
43) O=C(c1ccc(S(=O)(=O)N2CCOCC2)cc1)N1CCc2ccccc21
44) O=c1cccccc1NN=C1CCCCCC1
45) CC1CCCCN1C(=O)c1cc(S(=O)(=O)N2CCCCC2)c[nH]1 (configuration not stated)
46) Cc1cc(Cl)cc(C)c1OCC(=O)NC1CCCCCC1
47) Cc1ccc(S(=O)(=O)Cc2ccc(C(=O)NC3CCCCCC3)o2)cc1
48) COc1cc(/C=N/NC(=O)NC2CCCCC2)cc(OC)c1O
49) COc1cc(CN2CCCCCC2)cc(Br)c1O
50) CC[C@]12c3[nH]c4ccc(OC)cc4c3CCN1C(=O)C(CC(=O)NCCCN(C)C)C[C@@H]2C(=O)N1CCN(C(=O)C2CC2)CC1 (some centres not stated)

assay / entry	41	42	43	44	45	46	47	48	49	50
hIAP activ	0.89	1.18	1.02	0.951	0.999	0.872	0.92	1.02	0.805	/
ATG4B inhibitor	-9.1	0.2	-1.2	-4.9	-5.7	9.2	-1.5	-1.2	2.8	/
mIAP block	-3.6	7.5	2.7	16.1	-7.1	-8.7	-0.9	-13.1	4.2	-10.8
MPTP inh	-0.1	0.5	0.1	0.9	-1.3	-0.7	0.5	1.8	0.5	-2.3
beta cell repl	-6.2	-3.0	1.2	-2.6	-4.2	-5.2	-1.9	-0.7	2.4	/
A3A deaminase	5.1	-8.3	0.4	17.7	3.4	-0.2	-2.3	4.8	-6.1	-0.7
APOBEC3G inh	3.7	-1.3	-1.0	11.0	-3.3	-7.4	-5.4	-3.3	-5.1	-4.9
hIAP block	11.0	-17.9	-2.3	4.9	0.1	12.8	8.0	-2.1	19.5	/
mIAP act	1.04	0.925	0.973	0.839	1.07	1.09	1.01	1.13	0.958	1.08

51) CC(=O)Nc1ccc(S(=O)(=O)NNc2cccc(C)c2)cc1
52) O=C(N/N=C/c1ccc[nH]1)c1ccc([N+](=O)[O-])cc1
53) CC(=O)c1ccc(NC(=O)c2c(C)nn(-c3ccccc3)c2Cl)cc1
54) COc1ccc(S(=O)(=O)N(C)CC(=O)N2CCN(C)CC2)cc1Cl
55) Cc1cc(Br)cc(Cl)c1OCC(=O)N1CCN(C(=O)c2ccco2)CC1

assay / entry	51	52	53	54	55
hIAP activ	0.93	0.845	1.04	0.956	0.925
ATG4B inhibitor	4.4	-3.8	-3.2	-7.6	-3.0
mIAP block	-0.6	16.1	6.6	2.5	-4.3
MPTP inh	-0.3	1.0	0.2	-0.3	0.0
beta cell repl	-2.0	-2.7	-0.5	-3.0	1.4
A3A deaminase	3.0	-1.2	-4.4	-1.9	-0.9
APOBEC3G inh	60.9*	-8.1	-5.9	-7.4	-2.5
hIAP block	7.0	15.5	-4.0	4.4	7.4
mIAP act	1.01	0.839	0.934	0.975	1.04

# Screens as filed in PubChem BioAssay.
